Screens from PubChem BioAssay.
TAAR1 agonist: human TAAR1 agonism; AID 624467; hit rate 0.99% among 360,000; Q96RJ0; activation, % at 3 µM; CHO RD-HGA16 TAAR1, Fluo-8 calcium fluorescence; vehicle wells 0%, saturating PEA agonist 100%;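 active means activation above the mean activation of all test compounds in the run plus 3 SD, cut at about 38% in these data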
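Test system: RD-HGA16 (CHO) cells co-expressing Gα16 and hTAAR1 | Doses: Single dose, 3 µM | Schedule: 17-24 h seeding, 75 min 37 °C dye, 30 min RT | Evaluation: % activation from peak over basal fluorescence ratio, DMSO-to-PEA scaled | Technique: Kinetic Fluo-8 calcium fluorescence | Benchmarks: Low control DMSO, high control PEA (EC100)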
M1 antag: antagonists of human M1 muscarinic receptor; P11229; CHO-K1 hM1, Fluo-8 calcium fluorescence, ACh EC80 antagonist; inhibition, % at 3 µM; hit rate 1.3% among 360,000; AID 588852;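 active means percent inhibition above its own plate's cutoff, namely the mean of that plate's compound wells plus 3 SD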;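 further: peak over basal fluorescence ratio during 140 s after agonist addition; 0% = ACh EC80 plus DMSO and 100% = DMSO alone without agonist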
Target sequence (P11229 whole entry, looked up): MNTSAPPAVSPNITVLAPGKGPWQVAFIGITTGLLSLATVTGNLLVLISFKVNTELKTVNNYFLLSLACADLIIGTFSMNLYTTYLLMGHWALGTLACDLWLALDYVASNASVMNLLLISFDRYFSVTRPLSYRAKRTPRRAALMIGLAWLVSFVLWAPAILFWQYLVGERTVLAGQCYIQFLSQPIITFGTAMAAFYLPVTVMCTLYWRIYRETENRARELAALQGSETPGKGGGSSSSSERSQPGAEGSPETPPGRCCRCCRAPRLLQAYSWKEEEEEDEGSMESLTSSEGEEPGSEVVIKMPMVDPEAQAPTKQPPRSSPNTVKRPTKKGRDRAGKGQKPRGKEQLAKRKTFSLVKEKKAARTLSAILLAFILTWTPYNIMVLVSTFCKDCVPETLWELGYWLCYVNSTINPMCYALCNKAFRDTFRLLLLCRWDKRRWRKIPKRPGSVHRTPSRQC
M1 ag parental: nonselective activator or artifact in parental CHO-K1 cells | Fluo-8 calcium fluorescence; scaled to maximal ATP response, vehicle zero | activation, % at 3 µM | hit rate 0.48% among 360,000; in the data active means activation above about 15%;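 further: untransfected CHO-K1 host cells lacking M1 receptor as counterscreen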
M1 PAM parental: counter-screen for M1 PAMs: effect in parental CHO-K1 cells; ATP EC20, Fluo-8 calcium fluorescence; 0% at ATP EC20, 100% at ATP max; activation, % at 3 µM; hit rate 0.02% among 360,000; AID 602247;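 active means activation above the run cutoff, the mean activation of all test compounds plus 3 SD, cut at about 40% in these data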;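 further: peak over basal fluorescence ratio in a 140 s read after ATP addition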
M1 ag: human M1 muscarinic receptor agonism; CHO-K1 hM1, Fluo-8 calcium fluorescence, agonist mode; 0% DMSO, 100% acetylcholine EC100; activation, % at 3 µM; hit rate 0.33% among 360,000;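 active means activation above the run's mean compound activation plus 3 SD, cut at about 16% in these data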;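 further: peak over basal fluorescence ratio within a 140 s kinetic read after compound addition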
CHO-K1 Ca antag: counter-screen for M1 antagonists: effect in parental CHO-K1 cells | ATP-induced calcium, Fluo-8 fluorescence | inhibition, % at 3 µM | hit rate 0.6% among 360,000 | AID 602250;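 active means inhibition above a per-plate cutoff, the plate's mean sample inhibition plus 3 SD, cut at about 24% in these data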;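 further: 0% = DMSO plus EC80 ATP and 100% = DMSO alone without ATP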
CHO parental Ca: counter-screen for OX1R antagonists: effect in parental CHO cells; parental CHO-K1, ATP-induced calcium, Fluo-8 fluorescence; inhibition, % at 5.6 µM; hit rate 0.63% among 330,000;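 active means inhibition above that plate's mean sample inhibition plus 3 SD, cut at about 26% in these data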;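 further: 0% = ATP-challenged DMSO wells and 100% = DMSO wells without ATP; some compounds past the cut are filed as inactive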
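test system = CHO parental line | reagent = ATP stimulus | measured by = intracellular calcium via Fluo-8 no-wash fluorescent dye | control set = ATP and no-ATP DMSO wells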
OXTR potentiator: potentiates the human oxytocin receptor response; P30559; CHO-OTR cells, Fluo-8 calcium fluorescence, potentiator mode; 0% = oxytocin EC15, 100% = EC100; activation, % at 3 µM; hit rate 0.061% among 320,000; AID 2445;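 active means activation above that plate's cutoff, the mean activation of tested compounds plus 3 SD, cut at about 6.6% in these data, passing the limit was not always enough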;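 further: 100% uses oxytocin at 75 nM as the full agonist control; some results filed as inactive read as strong as hits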
Target sequence (P30559 whole entry, looked up): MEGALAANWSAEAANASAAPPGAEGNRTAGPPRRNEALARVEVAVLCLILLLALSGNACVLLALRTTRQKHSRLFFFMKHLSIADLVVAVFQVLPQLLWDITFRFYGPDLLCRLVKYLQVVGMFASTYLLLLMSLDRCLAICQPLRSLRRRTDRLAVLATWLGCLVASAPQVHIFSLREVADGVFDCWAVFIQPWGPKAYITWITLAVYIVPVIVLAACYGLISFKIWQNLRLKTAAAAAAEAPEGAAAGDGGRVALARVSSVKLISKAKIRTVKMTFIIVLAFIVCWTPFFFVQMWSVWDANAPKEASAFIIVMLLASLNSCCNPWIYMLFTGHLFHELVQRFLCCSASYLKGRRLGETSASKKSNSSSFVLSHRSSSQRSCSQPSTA
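System: human OTR in CHO cells / Also added: sub-maximal oxytocin, roughly EC15 / Control set: EC15 oxytocin low, 75 nM oxytocin high / Schedule: 6 min compound pre-incubation at room temperature, 100 s kinetic read / Compound: single-point 3.0 µM / Replication: singlicate / Technique: Fluo-8 calcium dye fluorescence / Read-out basis: % activation of max/min ratio relative to oxytocin controls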
TAAR1 antag: antagonists of human TAAR1; Q96RJ0; CHO RD-HGA16 TAAR1, Fluo-8 calcium fluorescence, antagonist; inhibition, % at 3 µM; hit rate 1.5% among 360,000; AID 624466;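 active means inhibition above a per-plate cutoff, the mean inhibition of test compounds on that plate plus 3 SD, cut at about 49% in these data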;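 further: 0% = DMSO plus EC80 beta-PEA response and 100% = DMSO alone without agonist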
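System: CHO RD-HGA16 cells bearing hTAAR1. Reagent: EC80 β-phenethylamine stimulus. Schedule: seeding 17-24 h prior, 75-min 37 °C, 30-min RT dye loading. Signal: Fluo-8 intracellular calcium dye fluorescence, real-time kinetic reads. Read-out: % inhibition from peak post-agonist over basal fluorescence ratio. Benchmarks: vehicle wells and EC80 agonist wells. Replicates: n of 1.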
* hit, by the source's call; nt = no result given.

The line under a structure holds: TAAR1 agonist, M1 antag, M1 ag parental, M1 PAM parental, M1 ag, CHO-K1 Ca antag, CHO parental Ca, OXTR potentiator, TAAR1 antag
[1] Cc1ccccc1CS(=O)(=O)Cc1ccc(C(=O)NCCCN2CCOCC2)o1
  0, 3, 0.3, 9, -4, -6, -1, -3, -11
[2] Cc1ccc2cc(/C=N/Nc3ccc(C(=O)O)cc3)c(Cl)nc2c1
  5, -19, 0.0, 4, -2, -3, 1, -15, -22
[3] Nc1nnn(CC(=O)N/N=C/c2cccc3ccccc23)n1
  0, 2, 0.4, -13, -1, 14, -10, -7, 9
[4] C=CCOc1ccc(NC(=O)C(=O)NCCCn2ccnc2)cc1
  4, -10, 0.7, 8, -12, -19, -6, -1, -1
[5] Cc1cc2oc(=O)cc(-c3ccccc3)c2c(C)c1-c1ccc(C(F)(F)F)cc1
  2, -7, 0.2, 7, 2, -17, -3, nt, -4
[6] C=CCOc1nc2c(c(=O)n(Cc3ccc(Cl)cc3)c(=O)n2C)n1C
  8, -9, 0.4, 6, -3, -2, -12, 1, -8
[7] Cc1cccc(C2C3=C(Nc4[nH]n(-c5ccccc5)c(=O)c42)c2ccccc2C3=O)c1 (stereo not given)
  3, -1, 3.3, 8, -3, -4, nt, nt, -12
[8] Cc1ccc(S(=O)(=O)c2nnn3c2nc(N2CCN(c4ccccn4)CC2)c2ccccc23)cc1
  5, -1, 0.4, -18, -1, -1, -45, -3, -28
[9] O=c1cnc2ccccc2n1CC1CCCCC1
  8, -13, 1.3, 1, -1, -32, -15, -8, -16
[10] CCOc1ccccc1NC(=O)Cn1nnc(C(=O)NCc2cccs2)c1N
  3, 4, 1.7, 11, 0, -5, -24, -3, -13
[11] Cc1ccnc(NC(=O)c2ccc(Cl)c(S(=O)(=O)N3CCCC3)c2)c1
  1, -8, 6.0, -3, 4, -16, -13, -8, -22
[12] COCCNC(=O)C1CCCN(Cc2cccc(C#N)c2)CC1 (stereo not given)
  1, -5, 1.2, 13, -4, -9, nt, nt, -8
[13] COC(C[C@H](O)CC(=O)[C@H](C)OCc1ccccc1)OC
  13, -13, 0.5, 16, -1, -13, nt, nt, 0
[14] COc1ccc(S(=O)(=O)N2CCOCC2)cc1NC(=O)CSc1nnc(N)s1
  0, -13, 1.6, 3, 2, -2, -3, -2, -5
[15] CCC(NS(=O)(=O)c1ccc(C)cc1)C(=O)Nc1ccc(NC(C)=O)cc1 (stereo not given)
  10, -12, -0.2, 5, -3, 0, 2, -10, -2
[16] CCOC(=O)N1CCN(C(=S)Nc2cc(OC)c(OC)cc2C(=O)OC)CC1
  4, -9, -0.1, -14, 6, 2, -10, 7, -22
[17] O=C(Nc1cc(Cl)cc(Cl)c1)C1CCC(=O)N1Cc1ccccc1Cl (stereo not given)
  33, -1, 1.8, 6, -3, 8, -9, -6, 10
[18] N#C/C(=C\c1ccc(OCc2ccc(Cl)cc2)cc1)C(=O)Nc1cccc(C(=O)O)c1
  1, 3, 0.6, 4, -5, -13, 11, 0, 12
[19] O=c1c2c(-c3cccc([N+](=O)[O-])c3)ccnc2[nH]n1-c1ccccc1
  -1, -16, 0.4, 13, 1, -6, nt, nt, 0
[20] CCN(CC)c1ccc(S(=O)(=O)N2CCOCC2)cc1NC(=O)C1CC1
  2, 3, -0.3, -4, -1, -11, -15, 2, -25
[21] O=C(COC(=O)c1ccc(Cl)nc1)Nc1cc(S(=O)(=O)N2CCOCC2)ccc1Cl
  1, 9, 0.6, -5, 4, 9, -10, 1, 6
[22] CC(=O)Nc1ccc(S(=O)(=O)Nc2nc3ccccc3nc2Sc2nncn2C)cc1
  3, -15, 0.7, 16, -1, -12, -6, 0, 2
[23] Cc1cccc(C(=O)NCC(=O)OCCOc2ccccc2Cl)c1
  -2, -4, 0.3, 13, -3, 2, -20, 3, -18
[24] Cc1ccc(/C=N/n2c(-c3ccc(Cl)cc3)n[nH]c2=S)s1
  1, -1, -0.2, 15, -6, -2, 9, -15, 10
[25] COc1ccc(C2OC(=O)CC2C(=O)NCc2ccc(C)cc2)cc1OC (stereo not given)
  12, -3, 0.3, 7, -3, 6, -17, 11, -4
[26] NCc1csc(Nc2nncc3ccccc23)n1
  3, 7, -0.3, 19, 10, -9, nt, nt, -21
[27] O=C(c1ccco1)N1CCN(C(=O)c2ccc(-c3ccccc3Cl)o2)CC1
  15, -5, 2.0, 14, -1, -11, -33, -7, 3
[28] CCC(C)c1c(O)nc(SCC(=O)N2CCOCC2)[nH]c1=O (stereo not given)
  8, -21, 0.3, 12, 3, -25, -11, -5, -5
[29] COc1ccc(NC(=O)CCCN2C(=O)CN(C)C2=O)c(OC)c1
  2, 0, -0.3, -3, -5, -16, -23, 0, 11
[30] COc1cccc(OC)c1C(=O)OCC(=O)NC(=O)NCc1ccccc1
  -2, 4, 0.5, 4, -7, -8, -10, -3, -2

Down the list, as entered above:
M1 ag parental, entries 22–29: 0.7, 0.3, -0.2, 0.3, -0.3, 2.0, 0.3, -0.3
TAAR1 antag, entries 22–29: 2, -18, 10, -4, -21, 3, -5, 11

Single records, as listed above. Order of values: TAAR1 agonist, M1 antag, M1 ag parental, M1 PAM parental, M1 ag, CHO-K1 Ca antag, CHO parental Ca, OXTR potentiator, TAAR1 antag
Entry for NCc1csc(Nc2nncc3ccccc23)n1 : 3, 7, -0.3, 19, 10, -9, nt, nt, -21
Entry for Cc1cc2oc(=O)cc(-c3ccccc3)c2c(C)c1-c1ccc(C(F)(F)F)cc1 : 2, -7, 0.2, 7, 2, -17, -3, nt, -4
Entry for C=CCOc1ccc(NC(=O)C(=O)NCCCn2ccnc2)cc1 : 4, -10, 0.7, 8, -12, -19, -6, -1, -1
Entry for O=C(c1ccco1)N1CCN(C(=O)c2ccc(-c3ccccc3Cl)o2)CC1 : 15, -5, 2.0, 14, -1, -11, -33, -7, 3

Going on with the list.
The line under a structure holds: TAAR1 agonist, M1 antag, M1 ag parental, M1 PAM parental, M1 ag, CHO-K1 Ca antag, CHO parental Ca, OXTR potentiator, TAAR1 antag
[31] COc1ccc(NC(=O)CN2CCN(C(=S)NC3CCCC3)CC2)cc1
  7, -12, 1.0, 17, -2, -10, -2, -2, -6
[32] Cc1ccc(N=Cc2c(O)ccc3ccccc23)cc1F
  8, 2, 0.5, -1, -7, 6, 1, -8, -20
[33] CCOC(=O)C1CCN(C(=O)/C=C/c2ccc(S(=O)(=O)N3CCOCC3)cc2)CC1
  0, -3, 2.4, 8, 4, -1, -10, 1, -3
[34] Cc1cc(C)cc(OCC(=O)Nc2ccc3c(c2)OCCO3)c1
  9, -7, 0.8, 14, -1, -11, 4, -13, 30
[35] COC(=O)C1=C(C(=O)OC)C(c2ccccc2O)c2sc(=O)[nH]c2S1 (stereo not given)
  -1, -14, 0.2, 16, -7, -9, -8, -1, 5
[36] COc1cc(OC)c(C(=O)OCC(=O)Nc2ccccc2Cl)cc1OC
  2, -6, 1.4, 13, -2, -14, -4, -1, 5
[37] COc1cc(OC)c2c(c1)OC(=O)CC2c1ccc2c(c1)OCO2 (stereo not given)
  0, -4, 0.0, 7, -1, -10, -12, nt, 17
[38] CCNc1nc(NCC)nc(NC(N)=S)n1
  2, 2, 0.2, -7, -2, -1, 2, -8, -14
[39] CCN(CC)CCNC(=O)CNC(=O)c1nn(-c2ccc(OC)c(OC)c2)c(=O)c2ccccc12
  0, 12, 1.1, -18, -10, -6, -1, -9, -5
[40] CCOC(=O)C1(CC2CCCCO2)CCN(C2CCSCC2)CC1 (stereo not given)
  8, -6, 0.3, 11, -13, -2, -11, -7, -1
[41] N#Cc1cccc(C#N)c1N1CCC(C#N)CC1
  10, 9, 5.2, 2, -6, 8, -1, -6, 3
[42] COc1ccc(C2=NN(c3ccccc3)C(=O)/C2=C\c2ccc(O)c(OC)c2)cc1
  3, -6, 4.9, 4, -2, 0, 12, -12, 7
[43] c1ccc(-c2nc(-n3nc4ccccc4n3)nc3ccccc23)cc1
  5, 2, 1.6, 20, 2, -14, -17, -15, 65*
[44] CC(C)(C)NC(=O)COC(=O)c1ccc2c(c1)C(=O)N(Cc1ccco1)C2=O
  2, -4, 2.8, 16, -2, -15, 8, -6, -34
[45] CCCCn1c(N)c(N(CCOC)C(=O)CN2C(=O)C3CCCCC3C2=O)c(=O)[nH]c1=O (stereo not given)
  6, 1, 0.3, 17, -3, -20, -10, -1, -10
[46] CCc1ccc(-c2nc(SCC(=O)N(C)C3CCS(=O)(=O)C3)n[nH]2)cc1 (stereo not given)
  2, 18, -0.1, -23, -2, 18, -16, -12, -1
[47] Nc1ncnc(Nc2ccccc2C(F)(F)F)n1
  3, -36, -0.1, 16, 2, -7, 1, -2, 3
[48] COc1cccc2sc(Nc3nc4ccc(NC(C)=O)cc4s3)nc12
  7, 2, 5.0, 17, -3, -1, -3, 0, 14
[49] Cc1cccc(C(O)c2ncc(-c3ccccc3F)[nH]2)c1C (stereo not given)
  4, -27, 0.5, -13, 0, -11, nt, nt, -10
[50] CSc1ccc(OC2(C)CCN(Cc3cc4ccccc4o3)C2)cc1 (stereo not given)
  -1, -13, 0.5, 15, -8, -11, nt, nt, -21
[51] COc1ccc(Cl)cc1C(=O)Nc1nc2ccccc2[nH]1
  0, 5, 1.4, -27, -6, -7, -31, -10, 22
[52] CO/N=C/c1ccc(N2CCN(C(=O)c3cccc(C(F)(F)F)c3)CC2)c([N+](=O)[O-])c1
  22, 9, 4.4, -1, -1, -3, 12, -8, 54*
[53] CC(=O)c1ccc(S(=O)(=O)N2CCNCC2)cc1
  0, -16, 0.8, 8, -3, -5, -5, -4, -8

6 compounds from above, arranged by the number in M1 antag, rising:
| item | molecule | M1 antag | OXTR potentiator |
| --- | --- | --- | --- |
| 31 | COc1ccc(NC(=O)CN2CCN(C(=S)NC3CCCC3)CC2)cc1 | -12 | -2 |
| 34 | Cc1cc(C)cc(OCC(=O)Nc2ccc3c(c2)OCCO3)c1 | -7 | -13 |
| 42 | COc1ccc(C2=NN(c3ccccc3)C(=O)/C2=C\c2ccc(O)c(OC)c2)cc1 | -6 | -12 |
| 51 | COc1ccc(Cl)cc1C(=O)Nc1nc2ccccc2[nH]1 | 5 | -10 |
| 41 | N#Cc1cccc(C#N)c1N1CCC(C#N)CC1 | 9 | -6 |
| 46 | CCc1ccc(-c2nc(SCC(=O)N(C)C3CCS(=O)(=O)C3)n[nH]2)cc1 (stereo not given) | 18 | -12 |
